Pf gamet viab = kills late stage P. falciparum gametocytes; P. falciparum stage V gametocytes, ATP luminescence, 24 h; inhibition, % at 10.9 µM; 150,000 compounds, 0.065% hits;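 active means inhibition above the mean plus 3 SD of compounds within the control limits, set per campaign, cut at about 38% in these data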;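 further: 0% = DMSO wells and 100% = medium only without gametocytes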
GSH bead fluor = GSH bead compound fluorescence profile; fluorescence (KMESF) at 10 µM; 190,000 compounds, 0.25% hits; GSH beads flow cytometry, compound fluorescence 488/530 nm; active compounds read high; in the data active means fluorescence above about 89;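 further: glutathione beads carrying GST-tagged Bcl family fusion proteins plus one bare bead set; values are compound well signal with DMSO vehicle wells as background; inactives centre near 16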
RGS7-Gao reg = modulates binding of RGS7 to human Galphao | P09471 | Multiplexed bead flow cytometry; actives lie on both sides | binding response (% of control), % at 10 µM | 220,000 compounds, 0.35% hits; in the data active means binding response below about 49% or above about 150%; inconclusive means no clear call, values can overlap the other calls; inactive means in between;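 further: fluorescent Galphao held in activated GDP-AlF4 state binding bead-coupled RGS7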
Mcl1 Noxa PPI = disrupts binding of human Mcl-1 to Noxa peptide; TR-FRET Mcl-1/Noxa peptide binding, 2 h; Q07820; 220,000 compounds, 1.5% hits; inhibition, % at 21.7 µM;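 active means compounds that cut the protein-peptide binding signal by more than 50% relative to plate controls in a single-dose test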;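 further: His-tagged Mcl-1 with rhodamine Noxa BH3 peptide and terbium anti-His antibody; 0% = Mcl-1 plus Noxa peptide wells and 100% = peptide-only wells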
Target sequence (Q07820 whole entry, looked up): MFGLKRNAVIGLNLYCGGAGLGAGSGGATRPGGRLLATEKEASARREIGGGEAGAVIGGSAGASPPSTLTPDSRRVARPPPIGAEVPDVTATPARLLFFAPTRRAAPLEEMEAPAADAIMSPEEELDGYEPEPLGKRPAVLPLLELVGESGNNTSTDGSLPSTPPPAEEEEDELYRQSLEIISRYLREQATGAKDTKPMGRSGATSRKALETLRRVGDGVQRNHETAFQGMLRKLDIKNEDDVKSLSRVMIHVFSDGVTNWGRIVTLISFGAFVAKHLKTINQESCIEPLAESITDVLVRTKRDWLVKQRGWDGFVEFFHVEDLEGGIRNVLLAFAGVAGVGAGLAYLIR
RGS8-Gao reg = human RGS8-Galphao interaction regulation; response (percent of control binding), % at 10 µM; 220,000 compounds, 0.34% hits; AID 1423; multiplexed bead flow cytometry, RGS8-Galphao binding; actives lie on both sides; P09471; in the data active means response below about 60% or above about 140%; inactive means in between;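 further: Galphao activated as the GDP aluminium fluoride complex binding bead-coupled RGS8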
ABCG2 block = blocks JC-1 efflux by human ABCG2 transporter; Q9UNQ0; IgMXP3 cells, flow cytometry; inhibition, % at 6.6 µM; 190,000 compounds, 0.1% hits;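 active means inhibition above 80%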;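 further: 0% = DMSO and 100% = nicardipine control wells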
Target sequence (Q9UNQ0 whole entry, looked up): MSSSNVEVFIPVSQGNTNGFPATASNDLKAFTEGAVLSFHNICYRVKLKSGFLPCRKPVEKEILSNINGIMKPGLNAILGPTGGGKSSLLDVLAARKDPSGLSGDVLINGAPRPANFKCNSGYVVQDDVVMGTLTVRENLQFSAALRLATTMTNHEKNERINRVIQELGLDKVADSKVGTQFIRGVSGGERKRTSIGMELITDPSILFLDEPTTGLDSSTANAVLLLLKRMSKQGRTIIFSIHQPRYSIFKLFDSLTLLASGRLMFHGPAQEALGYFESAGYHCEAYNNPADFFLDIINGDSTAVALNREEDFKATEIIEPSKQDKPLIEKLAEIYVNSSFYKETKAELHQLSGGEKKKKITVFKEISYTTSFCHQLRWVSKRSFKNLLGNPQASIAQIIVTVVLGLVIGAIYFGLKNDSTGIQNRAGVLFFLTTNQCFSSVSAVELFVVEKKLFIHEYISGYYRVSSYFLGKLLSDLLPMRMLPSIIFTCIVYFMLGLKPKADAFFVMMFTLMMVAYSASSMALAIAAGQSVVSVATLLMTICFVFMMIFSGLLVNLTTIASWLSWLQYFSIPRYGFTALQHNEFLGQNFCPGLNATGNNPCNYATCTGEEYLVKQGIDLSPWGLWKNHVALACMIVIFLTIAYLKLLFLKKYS
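Test system: ABCG2 IgMXP3 and barcoded ABCB1 CCRF-Adr cell mix; Schedule: cells with compound and JC-1, 10 min at 25 °C, rotating, no wash; Technique: flow cytometry of retained JC-1 fluorescence; Measure: % inhibition of efflux relative to nicardipine and DMSO; Controls: nicardipine high and DMSO low controls.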
RGS4-Gao reg = human RGS4-Galphao interaction regulation. P09471. Multiplexed bead flow cytometry, RGS4-Galphao binding; actives lie on both sides. binding response (% of control), % at 10 µM. 220,000 compounds, 0.33% hits; in the data active means binding response below about 49% or above about 150%; inactive means in between;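 further: fluorescent Galphao activated with aluminum fluoride binding bead-coupled RGS4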
Mcl1-Bid inh = Mcl-1/Bid interaction inhibition; Q07820; TR-FRET Mcl-1/Bid-Dy647 peptide binding, 1536-well; inhibition, % at 21.7 µM; 220,000 compounds, 0.97% hits; AID 1021;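 active means compounds that cut the binding signal by more than half at the single screening dose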;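 further: His-tagged Mcl-1 with europium anti-His antibody binding Bid BH3 peptide; 0% = Mcl-1 plus peptide wells and 100% = peptide-only wells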
Avidin fluor = avidin bead compound fluorescence profile; Avidin beads, compound fluorescence 488/530 nm, flow cytometry; active compounds read high; fluorescence (KMESF) at 10 µM; 220,000 compounds, 0.38% hits; AID 1775; in the data active means fluorescence above about 47; further: inactives centre near 10
ABCB1 inh = blocks JC-1 efflux by human ABCB1 transporter; CCRF-Adr cells, flow cytometry; inhibition, % at 6.6 µM; 190,000 compounds, 0.067% hits; in the data active means inhibition above about 40%;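 further: 0% = vehicle and 100% = reference inhibitor; higher value means more JC-1 retained so stronger ABCB1 efflux block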
Bim-Mcl-1 = human Bim-Mcl-1 interaction inhibition; Q07820; Bead-based flow cytometry, Bim peptide-Mcl-1 binding; inhibition, % at 10 µM; 190,000 compounds, 0.1% hits; in the data active means inhibition above about 40%;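 further: 0% = no compound tracer wells and 100% = peptide blocker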
Starred values were filed as active, the others as inactive; ? = inconclusive; / = no result given.

structure	Pf gamet viab	GSH bead fluor	RGS7-Gao reg	Mcl1 Noxa PPI	RGS8-Gao reg	ABCG2 block	RGS4-Gao reg	Mcl1-Bid inh	Avidin fluor	ABCB1 inh	Bim-Mcl-1
O=C(NCC(c1cccs1)N1CCOCC1)c1ccc(Cl)s1 (centres undefined)	/	21	102	15	101	6	100	13	38	1.0	-3
COc1ccc(C(=O)NCCC2=CCCCC2)cc1OC	0	11	102	15	100	2	100	-15	18	0.3	-2
Cc1cccc(NC(=O)CSc2nnc(C)c(=O)n2N)c1C	/	12	102	23	97	1	96	15	7	0.1	-2
C=CCOC(=O)/C=C/C(=O)NC(N)=O	/	/	?	39	87	/	89	75*	4	/	/
Cc1ccc(NC(=O)c2ccccc2)cc1	10	19	99	1	99	1	102	-8	39	0.1	-2
CC(C)CCn1c(N2CCC(C(N)=O)CC2)nc2c1c(=O)[nH]c(=O)n2C	-2	47	95	1	101	0	102	-15	4	0.1	-1
CC(C)c1nc(-c2ccc([N+](=O)[O-])cc2)cs1	-8	10	99	6	102	2	102	16	6	0.6	-3
CC(=O)c1ccc(N2CCN(C(=O)c3ccc(Br)cc3)CC2)c(F)c1	21	13	101	10	103	18	95	-16	18	1.6	-2

3 entries out of the list, sorted by count of non-hydrogen atoms, ascending.
structure	Pf gamet viab	GSH bead fluor	RGS7-Gao reg	Mcl1 Noxa PPI	RGS8-Gao reg	ABCG2 block	RGS4-Gao reg	Mcl1-Bid inh	Avidin fluor	ABCB1 inh	Bim-Mcl-1
C=CCOC(=O)/C=C/C(=O)NC(N)=O	/	/	?	39	87	/	89	75*	4	/	/
CC(C)c1nc(-c2ccc([N+](=O)[O-])cc2)cs1	-8	10	99	6	102	2	102	16	6	0.6	-3
CC(C)CCn1c(N2CCC(C(N)=O)CC2)nc2c1c(=O)[nH]c(=O)n2C	-2	47	95	1	101	0	102	-15	4	0.1	-1

The results go on.
structure	Pf gamet viab	GSH bead fluor	RGS7-Gao reg	Mcl1 Noxa PPI	RGS8-Gao reg	ABCG2 block	RGS4-Gao reg	Mcl1-Bid inh	Avidin fluor	ABCB1 inh	Bim-Mcl-1
COc1cccc(CC2(CO)CCCN(Cc3c(C)cc(C)cc3-n3cccn3)C2)c1 (centres undefined)	12	10	98	12	100	10	96	-24	2	4.7	-3
COc1ccc(OC)c(NS(=O)(=O)c2ccc(N3CCCC3=O)cc2)c1	8	9	94	1	96	0	93	-32	9	-0.1	0
CN(CCc1ccccn1)C(=O)Nc1cc(Cl)cc(Cl)c1	-11	/	?	-9	104	/	111	-16	12	/	/
O=C(CSCc1ccccc1)Nc1ccc(F)cc1F	11	23	103	8	103	4	103	-8	9	0.4	-1
CCOC(=O)C(NC(C)=O)(OCc1ccccc1)C(F)(F)F (centres undefined)	1	24	105	1	102	7	103	11	5	0.8	-2
CCOC(=O)c1cc2ccccc2n1CCN(CC)CC	/	23	102	6	98	0	99	-10	11	0.3	-4
CC1(C)CC(CC(=O)Nc2ccccn2)C(=O)O1 (centres undefined)	-1	41	103	27	102	1	111	4	5	0.4	-3
O=C(NCc1ccc(F)cc1)C1CCN(S(=O)(=O)c2ccc3c(c2)OCCCO3)CC1	/	14	106	21	102	0	103	-4	13	-0.1	-1
N#CCOC(=O)c1sccc1-n1cccc1	-5	29	94	-8	97	0	97	-27	14	-0.1	-2
O=[N+]([O-])c1cc(CN2CCN(c3ccccc3)CC2)c(O)c2ncccc12	14	11	93	5	99	5	92	-49	20	1.1	1
CC(Sc1ccccc1)C(=O)NN=C1CCCCCC1 (centres undefined)	20	14	101	12	100	0	101	-35	10	-0.1	1
Cc1ccc(Cn2cc(/C=C/C(=O)O)c(-c3ccccc3)n2)cc1	/	61	106	8	102	2	103	-26	20	0.4	1
O=C(/C=C/c1ccc(OCCCF)cc1)Nc1ccnc(-c2cccnc2)n1	-7	12	100	-1	103	3	104	13	10	0.2	0
Cc1nc2ccc(S(=O)(=O)NCC(=O)NCCN3CCCCC3C)cc2s1 (centres undefined)	/	13	114	15	104	33	106	-28	9	-0.8	-1
O=C(Nc1ccc(Cl)cn1)Nc1ccc(Cl)cn1	-19	11	?	10	101	2	103	-19	17	0.6	0
CCOC(=O)/C(N=Nc1sc(C(=O)OCC)c(C)c1C(=O)OCC)=C(\C)O	/	11	103	13	100	18	101	-15	9	2.1	1
COc1ccc(C2NC(=O)c3ccccc3O2)cc1OC (centres undefined)	/	21	101	-21	100	3	101	-8	12	0.9	0
Cc1onc(-c2ccccc2Cl)c1C(=O)NC(=S)Nc1ccccc1C(N)=O	-5	17	99	16	99	9	100	-52	14	0.5	/
O=C(COc1ccccc1)Nc1ccc(CSc2ccccc2)cc1	-1	13	100	4	102	1	101	-2	38	0.1	-2
O=C(CN1C(=O)NC2(CCCc3ccccc32)C1=O)Nc1cccc(S(=O)(=O)N2CCCCC2)c1 (centres undefined)	-30	7	103	12	103	-3	103	1	3	0.0	-4
CCCn1c(SC/C(O)=C(\C#N)c2nc3ccccc3[nH]2)n[nH]c1=O	15	11	98	34	101	0	101	-35	21	-0.2	-3
O=C(COc1ccc(S(=O)(=O)N2CCCC2)cc1Cl)Nc1ccc2c(c1)OCO2	/	24	91	6	91	4	87	-26	9	0.7	-2
O=C(CSc1ccc(-c2ccccn2)nn1)NCc1ccccc1	16	28	98	27	101	3	99	-8	26	1.0	1
COc1ccc(NC(=O)C2=NNC(=O)CC2)cc1S(=O)(=O)N1CCCCC1	3	/	?	10	101	/	98	-16	4	/	/
CCOc1ccc(OCCCC(=O)O)cc1	15	38	104	-13	103	2	103	-31	8	0.2	-1
COCCn1c(SCC(=O)Nc2sccc2C(N)=O)nnc1-c1ccncc1	-20	13	100	1	102	1	103	-19	10	0.5	-2
CCC(C)[C@H](NC(=O)Nc1ccc2c(c1)OCCO2)C(=O)OC (some centres undefined)	-10	/	?	-3	101	/	98	-15	3	/	/
CCCCN=c1sc(C(=O)OC)cc(=O)n1CCCC	-5	17	102	8	101	4	101	-11	9	0.4	1
COc1ccc([C@@H]2C[C@H](c3ccccc3)Oc3cc(OC)c(OC)c(OC)c32)cc1	9	/	?	1	103	/	101	-44	8	/	/
CC(/C=C/c1ccc2c(c1)OCO2)=N/NC(=O)c1cccnc1	20	18	99	8	101	4	101	-30	4	0.1	-30
O=C(OCC(O)COC(=O)c1cccnc1)c1cccnc1	/	/	?	6	98	/	97	-25	8	/	/
O=C(Nc1nc(-c2ccco2)c(-c2ccco2)s1)C1CCC1	4	3	90	46	96	0	92	0	11	-0.5	4
Cc1csc(NC(=O)c2cncc(Br)c2)n1	/	22	109	-5	103	0	105	-22	11	-0.1	0
Cn1c(SCC(=O)N2c3ccccc3Sc3ccccc32)nc2ccccc21	-22	13	100	19	100	0	100	-25	13	1.4	1
C=CCNc1nnc(SC2CC(=O)N(c3ccc(OCCC)cc3)C2=O)s1 (centres undefined)	/	35	103	10	100	3	102	-15	9	-1.1	-2
COC(=O)c1sc(N)c(C(=O)OC)c1COC(=O)CNS(=O)(=O)c1cccc(C#N)c1	/	19	109	32	115	6	107	-8	3	0.4	-4
CCC(=O)Nc1cc(OC)c(NC(=O)c2ccccc2)cc1OC	/	42	95	-3	103	1	93	-1	7	0.2	0
Cc1cccc(NC(=O)CCc2c(C)nc3ncnn3c2C)n1	/	52	103	-10	116	7	109	-11	9	-0.2	-1
O=C(CCSc1ccccc1)NC(=O)COC(=O)c1ccc(OC(F)F)cc1	-13	14	96	12	96	7	95	-30	19	0.7	0
CCN1CCN(CCC2Oc3cc([N+](=O)[O-])ccc3NC2=O)CC1 (centres undefined)	-5	13	99	13	97	8	100	-22	7	0.3	-5
Cc1ccc(NC(=O)CC(NCC2CCCO2)C(=O)O)cc1C (centres undefined)	-13	27	105	17	102	-5	102	-20	10	0.1	-1
O=C(Cc1cccs1)Nc1nnc(SCc2ccc(C(F)(F)F)cc2)s1	/	11	95	16	98	6	93	5	11	0.4	-2
CCOC(=O)CN1NC2(CCCC(C)C2)NC1=S (centres undefined)	/	9	106	4	106	4	101	-31	9	0.7	-2
CC(=O)[C@@H]1[C@@H]2C(=O)N(Cc3ccccc3)C(=O)[C@@H]2C2c3ccccc3C=CN21 (some centres undefined)	/	17	102	10	102	0	100	-16	36	0.1	-3
C=C(C)CSc1nnc(CCNC(=O)OC(C)(C)C)o1	/	16	99	6	101	1	97	-5	8	0.2	-2
COc1ccc([N+](=O)[O-])cc1NS(=O)(=O)c1ccc(C)cc1	/	/	?	-15	102	/	103	-48	8	/	/
COCCNC(=O)c1cc(-c2ccncc2)nc2ccc(S(=O)(=O)N3CCOCC3)cc12	-23	13	101	2	100	3	101	5	8	0.4	0
CC(=O)OCC(=O)[C@@]1(O)CC[C@H]2[C@@H]3CCC4=CC(=O)CC[C@]4(C)[C@H]3C(=O)C[C@@]21C	/	/	?	16	105	/	107	-62	7	/	/
CCn1c(SCC(=O)Nc2ncc(C(F)(F)F)cc2Cl)nnc1-c1ccccc1	11	18	103	4	99	4	100	-13	14	0.5	-5
O=C(Nc1ccc(Cl)cc1)C1=Cc2cc(Cl)ccc2OC1	/	13	104	3	97	1	101	8	48*	0.2	0
N#Cc1c(-c2ccccc2F)cc(-c2cccnc2)nc1N	7	4	98	5	104	5	99	-12	10	0.5	-7
O=C(O)c1ccccc1-n1c(-c2ccccc2)cc2c1CCCC2=O	-13	22	99	-4	99	13	97	-3	6	1.5	-6
COc1cccc(C2CC(c3ccccc3Cl)n3ncnc3N2)c1 (centres undefined)	/	20	98	10	97	0	97	5	8	-0.1	0
CCS(=O)(=O)N1CCN(C(=O)C(c2ccccc2)c2ccccc2)CC1	-8	8	107	-10	104	2	105	10	12	0.8	0
Cc1nc2scc(-c3cccs3)c2c(=O)n1CC(=O)O	3	13	102	8	102	0	104	-3	15	-0.1	-4
CCOC(=O)/C(C#N)=C\c1ccco1	/	31	112	19	116	13	113	-7	12	-0.7	-3

Next structures
structure	Pf gamet viab	GSH bead fluor	RGS7-Gao reg	Mcl1 Noxa PPI	RGS8-Gao reg	ABCG2 block	RGS4-Gao reg	Mcl1-Bid inh	Avidin fluor	ABCB1 inh	Bim-Mcl-1
CC(=O)Nc1ccc(C(=O)N2CCN(C(=O)c3ccco3)CC2)cc1	24	75	104	15	105	0	104	-4	12	-0.1	0
Nc1nc(SCC(=O)OCc2ccccc2)[nH]c(=O)c1NC(=O)c1ccco1	/	25	102	2	101	2	99	-27	6	0.3	2
Cc1ccc(NC(=O)C(=O)N2CCCC2)cc1Cl	-14	12	95	9	97	5	99	-6	12	0.4	-5
COc1ccc(N2C(=O)CC(N(CCc3ccccc3)C(=O)c3ccccc3)C2=O)cc1 (centres undefined)	17	/	?	26	99	/	101	-4	5	/	/
Cc1cccc(Oc2coc3cc(OC(=O)c4cncc(Br)c4)ccc3c2=O)c1	-1	17	107	15	104	0	102	-6	17	0.3	-1
Cc1nc(Cl)c2c(n1)NC(=O)CO2	23	/	?	0	101	/	99	-2	9	/	/
O=C(CN1CCCCC1)Nc1ccccc1Cl	0	13	105	21	103	0	102	-35	13	0.2	0

Screening data (PubChem)
